# iPSC survival up: hiPSC single-cell survival enhancement | ATPlite luminescence; 100% = ROCK inhibitor wells, 0% = DMSO | survival enhancement, % at 20 µM | actives 0.044% (n = 360,000) | AID 602274; in the data active = survival enhancement above about 18%;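 also: cells exposed to compounds for 16 hours before the ATP read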
# Peg3 prom inh: reduces Peg3 promoter-driven luciferase expression in HeLa; HeLa PEG-Prom luciferase reporter, luminescence, overnight; inhibition, % at 20 µM; actives 1.7% (n = 360,000); AID 588405;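 active = inhibition of at least 50% at 20 µM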
# Shn3 3UTR inh: reduces Shn3 3'UTR luciferase signal in osteoblasts; Clone20 osteoblast Shn3 3'UTR firefly luciferase, 24 h; inhibition, % at 12.5 µM; actives 0.52% (n = 360,000);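 active = mean inhibition of at least 75% with every replicate also reaching 75%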;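 also: 0% = median of neutral control wells and 100% = pilot-screen positive control compound; some compounds past the cut are filed as inactive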
# EBV LMP1 NFkB: inhibitors of Epstein-Barr LMP1-induced NF-kappaB reporter; LMP1-induced NF-kappaB luciferase reporter cells, luminescence; actives 0.69% (n = 350,000); inhibition, % at 12.5 µM; in the data active = inhibition above about 41%;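 also: 0% = neutral control wells and 100% = reference inhibitor control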
# NR2E3 ag-1: activates human NR2E3 receptor; Q9Y5X4; CHO-S Gal4-NCOR/VP16-NR2E3 two-hybrid, luciferase; inhibition of corepressor binding, % at 3.98 µM; actives 0.35% (n = 360,000); AID 602229;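 active = inhibition above the mean of all tested compounds plus 3 SD, cut at about 70% in these data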;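 also: 0% = DMSO with NR2E3 transfected cells and 100% = cells lacking NR2E3 construct; higher means lower luciferase signal from less NR2E3 corepressor binding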
# Target sequence (Q9Y5X4 whole entry, looked up, the tested form may be a part): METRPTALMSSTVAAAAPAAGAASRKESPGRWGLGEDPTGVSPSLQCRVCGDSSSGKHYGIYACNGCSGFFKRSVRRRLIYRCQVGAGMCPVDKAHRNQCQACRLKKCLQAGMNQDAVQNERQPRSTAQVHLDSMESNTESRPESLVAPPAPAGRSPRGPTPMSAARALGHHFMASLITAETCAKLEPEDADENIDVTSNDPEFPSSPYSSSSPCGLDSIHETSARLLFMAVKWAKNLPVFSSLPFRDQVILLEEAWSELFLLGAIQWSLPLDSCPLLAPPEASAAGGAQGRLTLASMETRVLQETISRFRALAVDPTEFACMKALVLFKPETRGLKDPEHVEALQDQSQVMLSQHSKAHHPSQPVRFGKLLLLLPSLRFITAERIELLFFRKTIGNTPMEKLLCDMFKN
# HIF-2a inh: blocks HIF-2a reporter activity | 786-0 RCC cells HIF-2a reporter, luciferase luminescence, overnight | inhibition, % at 18.8 µM | actives 0.72% (n = 360,000);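 active = inhibition of the luminescence signal of 40% or more relative to plate controls, in a single-dose primary screen at 18.75 µM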
# CF NFkB block: blocks PAF-induced NF-kB reporter in cystic fibrosis cells. KKLEB NF-kB-GFP reporter, GFP fluorescence overnight. inhibition, % at 5 µM. actives 0.86% (n = 360,000);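 active = at least 50% inhibition at 5 µM, scaled per plate between neutral and stimulator controls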;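 also: PAF is a Pseudomonas aeruginosa culture filtrate used as stimulus; plate controls were PAF-stimulated DMSO wells for no effect and unstimulated DMSO wells for full effect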
# C8 TRAIL sens: caspase-8 TRAIL sensitization. NB7+C8 cells + TRAIL, ATPlite viability luminescence. inhibition (viability loss, TRAIL sensitization), % at 10 µM. actives 1% (n = 360,000);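 active = compounds causing at least 50% loss of cell viability in the single-dose screen, relative to plate controls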
# MITF TRPM1 inh: MITF TRPM1 promoter inhibition in SK-MEL-5 cells; SK-MEL-5 TRPM1 promoter luciferase, 24 h; inhibition, % at 12.5 µM; actives 0.83% (n = 330,000); AID 488899;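 active = mean inhibition across replicates of 60% or more, whatever share of single replicates reaches that level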; also: values of inactives mirror those of a sister screen read the other way
# KKLEB cytotox: CF airway cell cytotoxicity counter-screen; KKLEB CF airway cells viability, ATPlite luminescence, overnight; stronger effect = lower value; cells stimulated with P. aeruginosa culture filtrate; activity change (cytotoxicity), % at 5 µM; actives 0.36% (n = 360,000);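 active = corrected activity change at or below -50% at 5 µM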
# NR2E3 ag-2: activates human photoreceptor nuclear receptor NR2E3. Q9Y5X4. GST-NR2E3/biotin-RetCOR TR-FRET, 1536-well. inhibition of corepressor binding, % at 4.78 µM. actives 0.12% (n = 320,000). AID 2300;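 active = percent inhibition above the cutoff of mean plus 3 SD of all tested compounds, set per screening campaign, cut at about 20% in these data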;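 also: 0% = DMSO wells and 100% = biotin wells as full block of FRET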
#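 Assay system: NR2E3–RetCOR corepressor complex. Quantity: 1.35 nM GST-NR2E3. Buffer or medium: pH 7.5 Tris-based buffer. Reagent: biotinylated RetCOR corepressor at 7 nM final. Schedule: 5 h at 4 °C. Detection: TR-FRET, emission read at 617 and 671 nm. Replicates: one well per compound, singlicate testing.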
# Active calls of the source: *; x = no result given. Only part of the results is shown; rates above refer to the full screens.
SMILES,iPSC survival up,Peg3 prom inh,Shn3 3UTR inh,EBV LMP1 NFkB,NR2E3 ag-1,HIF-2a inh,CF NFkB block,C8 TRAIL sens,MITF TRPM1 inh,KKLEB cytotox,NR2E3 ag-2
O=C(COC(=O)c1ccc(OC(F)F)cc1)NC(=O)NC1CCCC1,-0.4,3,-14,3,-8,19,0,-5,-1,12,0
COc1cc(/C=N/NC(=S)Nc2cccc(S(=O)(=O)N(C)C)c2)ccc1O,0.1,-35,13,-1,-9,-28,-2,2,-9,7,1
CCN(CCCNC(=O)Cn1ncc2c(=O)oc3ccccc3c21)c1cccc(C)c1,1.6,18,47,5,32,5,-30,-3,13,0,13
Cc1ccc2nsnc2c1NC(=O)c1cncc(Br)c1,-0.1,0,1,2,12,11,5,16,16,5,1
CCCc1c(C(=O)N/N=C/c2ccc(C)o2)nnn1-c1nonc1N,1.4,-5,-1,5,-19,-13,-20,3,x,13,x
CCCCN(C(=O)CCCc1nc2ccccc2s1)c1c(N)n(CC(C)C)c(=O)[nH]c1=O,0.1,-9,-2,0,20,5,-13,-4,10,2,2
COc1cccc(C(=O)Nc2ccccc2N2CCOCC2)c1,4.2,-1,1,-6,8,1,-12,-6,1,2,0
O=C(NCCOC12CC3CC(CC(C3)C1)C2)c1cccc(Br)c1,-1.3,-24,-2,-3,4,-36,-3,-2,-5,10,1
Cc1nc2nc(SCc3ccc([N+](=O)[O-])cc3)[nH]c2cc1Br,-0.3,-116,-18,-6,4,-12,8,-4,-18,1,0
CC(C)(C)c1ccc(C(=O)NNC(=O)C2CCCCC2)cc1,1.2,-89,2,-5,-28,-98,4,-2,-19,5,2
CSc1ncccc1C(=O)NCc1ccccc1Cl,0.3,-10,-4,2,-27,-6,-4,-13,-5,-2,-3
COc1cc(C(=O)NCc2ncccc2C)ccc1OC1CCN(C(C)=O)CC1,-0.5,0,-12,3,-51,5,-19,7,0,1,2
CCOC(=O)c1[nH]c(C)c(C)c1C,5.3,-4,6,16,-2,5,-6,2,-6,1,1
Cc1ccc(S(=O)(=O)NC(=NC2CCCCC2)c2ccc(Cl)cc2)cc1,0.2,13,1,-12,-21,3,-5,-3,-11,3,0
COc1ccccc1N1C(=O)c2ccc(C(=O)Nc3ccc(C(=O)O)cc3)cc2C1=O,-0.2,16,-13,-16,-39,11,-2,0,11,-2,1
CCOC(=O)CCN(Cc1ccccc1)S(=O)(=O)c1csc(C(N)=O)c1,0.1,9,13,-7,-6,12,-2,-19,-5,-10,2
COc1cc(CN(C)C(C)C(=O)Nc2ccc([N+](=O)[O-])cc2Cl)ccc1OC(F)F (centres undefined),2.2,5,-9,5,-16,3,32,9,1,-15,1
CCC(CC)NC(=O)CCc1nc2ccccc2c(=O)[nH]1,-1.6,4,9,-3,5,5,6,-4,6,4,5
O=C(O)C1CC=CCC1C(=O)NNS(=O)(=O)c1ccccc1 (centres undefined),-1.3,6,-19,-12,3,14,5,0,-11,-5,-3
O=[N+]([O-])c1ccc(CSc2ccc(S(=O)(=O)N3CCOCC3)cn2)cc1,1.1,28,12,5,22,11,-11,1,3,-3,x
COc1cccc(C(=O)Nc2ccc(NC(=O)C(C)(C)C)cn2)c1,-2.5,-14,-21,37,-107,-21,6,77*,-2,-10,-1
NC(=O)c1ccsc1NC(=O)CCS(=O)(=O)c1ccc(Cl)cc1,1.2,0,-31,7,-7,-16,14,10,3,7,x
CC(C)c1ccccc1OS(N)(=O)=O,4.4,12,-13,1,5,13,-21,-20,4,3,1
COc1ccc(C2CC(=O)Oc3cc(OC)ccc32)cc1 (centres undefined),-1.1,5,-9,-6,-26,5,-27,-10,2,12,x
CCn1c(=O)cc(N2CCOCC2)[nH]c1=O,0.1,0,-6,5,-10,5,1,-3,-5,-5,0

# The list continues.
SMILES,iPSC survival up,Peg3 prom inh,Shn3 3UTR inh,EBV LMP1 NFkB,NR2E3 ag-1,HIF-2a inh,CF NFkB block,C8 TRAIL sens,MITF TRPM1 inh,KKLEB cytotox,NR2E3 ag-2
O=C(NC(NC(=S)Nc1ccccc1C(=O)O)C(Cl)(Cl)Cl)c1cccc([N+](=O)[O-])c1 (centres undefined),-2.1,-2,-23,7,-1,31,6,-20,-26,-7,5
CC1(C)Cc2c(c(=S)nc(-c3ccccc3)n2Cc2cccnc2)CO1,1.1,9,8,6,21,22,9,-11,4,4,-2
CC1CCCCC1NC(=O)c1ccc2c(c1)OCCO2 (centres undefined),-0.5,-157,-23,-18,-49,-219,26,-12,-43,-8,4
Cc1ccc(N2C(=O)N(CC(=O)NCc3ccc(Cl)cc3)C(=O)C2C)cc1 (centres undefined),2.2,6,5,-2,3,-5,0,1,6,0,-1
CCc1ccc2c(c1)[C@H]1OCC[C@H]1[C@@H](c1cccs1)N2,-2.4,-118,1,14,-65,-102,4,-13,-7,-41,2
COc1cccc(C(=O)N=c2sc3c(C)ccc(OC)c3n2C)c1,1.1,-244,-54,-21,-95,-261,26,19,-64,-16,-1
CCCc1nc2c(nnn2Cc2ccccc2)c(=O)[nH]1,3.0,8,12,8,0,0,14,-6,0,-4,-1
CN(Cc1ccccc1)C(=O)COC(=O)c1ccc(Br)c(S(=O)(=O)N2CCOCC2)c1,-0.5,-10,3,4,-3,10,12,-22,4,5,x
Cc1noc2ncnc(N3CCN(c4ccc(F)cc4)CC3)c12,-0.1,-10,23,34,7,6,-1,3,1,-3,2
O=C(c1ccccc1)N1CCN(C(=O)C23CC4CC(CC(C4)C2)C3)CC1,-1.5,11,14,11,5,21,0,-4,2,8,0
CCOC(=O)c1sc(=NC(=O)/C=C/c2cccs2)n(C)c1C,-0.6,-277,-73,-17,-38,-205,-20,17,-46,-16,-3
O=C(Nc1ccccc1N1CCCCC1)c1ccc([N+](=O)[O-])o1,-0.4,37,-11,0,4,10,-13,10,27,-18,x
Cc1onc(-c2c(F)cccc2Cl)c1C(=O)NCCc1ccc(S(N)(=O)=O)cc1,1.0,15,-16,6,-25,-4,-1,4,-13,-2,1
COc1ccc(N2Cc3cccc(C(=O)N4CCOCC4)c3C2=O)cc1,2.6,-2,4,-10,-42,2,-14,6,-1,5,0
Cc1ccc(S(=O)(=O)N(C)C2(C)CCS(=O)(=O)C2)cc1 (centres undefined),2.9,1,3,2,-7,4,13,0,6,1,1
Cc1c(Br)c(C(F)(F)F)nn1CC(=O)NCCN1CCOCC1,-0.7,-3,-6,-3,-8,1,-1,4,-11,2,6
COc1ccc([C@H]2CC(=O)C=C(c3cccc(C#N)c3)C2)cc1,-0.5,-16,14,1,-8,-65,8,7,-25,-3,4
CCCOc1ccc(C(=O)NNC(=S)NC(=O)c2cccs2)cc1,-0.3,30,47,25,24,9,4,-18,6,1,1
c1ccc(Cn2nnnc2CN2CCOCC2)cc1,1.0,7,-6,-2,-2,2,-8,9,12,6,3
FC(F)(F)c1ccc(Cl)c(NC2=NCCCCC2)c1,0.0,10,-2,2,-21,8,23,-10,0,-13,4
N#Cc1ccccc1S(=O)(=O)N1CCN(Cc2cccs2)CC1,1.4,-14,-11,4,-6,4,-4,3,x,-2,x
O=C(NC1CCCC1)C(NS(=O)(=O)c1cccc2nsnc12)c1ccccc1 (centres undefined),-0.5,-5,2,-20,3,13,2,2,6,-6,-1
COc1cc(C(=O)OCC(=O)Nc2c(F)c(F)c(F)c(F)c2F)cc(OC)c1OC,0.5,-5,0,-1,-9,13,-2,-8,0,9,2
CC(=O)c1c(C)[nH]c(C(=O)NCc2cccs2)c1C,-3.8,-27,-6,2,11,-21,-22,3,-12,12,0
COc1cc(Cn2c3ccc(NC(=O)CC(C)c4ccccc4)cc3c(=O)n2C)ccc1F (centres undefined),0.8,13,14,x,-21,12,16,26,x,-8,x

# (more compounds)
SMILES,iPSC survival up,Peg3 prom inh,Shn3 3UTR inh,EBV LMP1 NFkB,NR2E3 ag-1,HIF-2a inh,CF NFkB block,C8 TRAIL sens,MITF TRPM1 inh,KKLEB cytotox,NR2E3 ag-2
Cc1cc(Cl)c(S(N)(=O)=O)cc1OCC(N)=O,4.4,15,-6,5,-11,3,3,14,12,2,1
COc1cccc(CNC(=O)CN2C(=O)NC(c3ccccc3)(c3ccccc3)C2=O)c1,1.3,13,-10,-13,3,20,3,9,10,3,x
O=C(O)c1cccnc1SCc1ccccc1Cl,1.0,8,3,-3,-6,15,-2,-7,8,10,5
Cc1cccc(CCN(C(=O)Cc2cccs2)C(C(=O)NC2CCCCC2)c2cccnc2)c1 (centres undefined),-1.5,38,-1,1,-11,16,1,-1,2,4,0
Clc1ccc(-c2csc(N3CCC(c4ccccc4)C3)n2)cc1 (centres undefined),-2.5,-264,-72,-31,-31,-284,-8,8,-74,5,-1
COc1ccccc1-c1ccc(SCc2ccccc2F)nn1,-0.4,-254,-58,-29,-40,-259,-8,12,-24,0,5
Cc1cccc(NC(=O)CSc2nnc(C)c(=O)n2N)c1,-0.1,3,3,10,-8,19,-7,-3,7,7,1
CN(Cc1c(F)cccc1Cl)C(=O)c1cccc(S(=O)(=O)N2CCN(Cc3ccccc3)CC2)c1,-1.4,20,15,2,32,23,20,-6,8,-5,x
CSC1=N/C(=C\c2ccccc2C)C(=O)S1,-1.6,13,-2,10,-4,10,-13,-1,10,-2,1
Cn1c(=O)c(-c2cccc(Cl)c2)c(O)c2ccccc21,-0.1,-3,8,3,2,8,-4,6,-6,4,3
CCN(c1ccccc1)S(=O)(=O)c1cccc(C(=O)Nc2ccc(C)cn2)c1,0.7,16,8,-9,-16,9,-1,-4,1,0,1
Cn1c2c(c(=O)n(C)c1=O)CN(CC1CCCO1)CN2 (centres undefined),-0.2,-4,4,0,-1,11,14,6,-2,-8,1
O=C1N/C(=C/c2ccc(N3CCOCC3)cc2)C(=O)N1Cc1ccc(F)cc1,-1.0,19,-21,3,4,16,-11,1,-1,0,0
CC1(C)CC(=O)C=C(c2ccc(COC(=O)c3ccc(-c4ccccc4)cc3)cc2)C1=O,-1.8,-22,-30,-3,-29,-24,-7,31,x,-10,x
Cc1ccc(Sc2ncccc2[N+](=O)[O-])cc1,-0.2,-8,-7,-1,-45,-8,3,-20,1,-4,1
COCCNC(=O)CN(c1cc(C(F)(F)F)ccc1Cl)S(C)(=O)=O,1.1,10,-19,-1,-23,-2,-5,-13,3,-1,1

# Reformatted: entries from further up.
compound: CC1(C)CC(=O)C=C(c2ccc(COC(=O)c3ccc(-c4ccccc4)cc3)cc2)C1=O
  iPSC survival up: -1.8; Peg3 prom inh: -22; Shn3 3UTR inh: -30; EBV LMP1 NFkB: -3; NR2E3 ag-1: -29; HIF-2a inh: -24; CF NFkB block: -7; C8 TRAIL sens: 31; MITF TRPM1 inh: x; KKLEB cytotox: -10; NR2E3 ag-2: x
compound: Cc1ccc(Sc2ncccc2[N+](=O)[O-])cc1
  iPSC survival up: -0.2; Peg3 prom inh: -8; Shn3 3UTR inh: -7; EBV LMP1 NFkB: -1; NR2E3 ag-1: -45; HIF-2a inh: -8; CF NFkB block: 3; C8 TRAIL sens: -20; MITF TRPM1 inh: 1; KKLEB cytotox: -4; NR2E3 ag-2: 1

# From PubChem BioAssay
